# TTR transcr act = TTR transcription activation, primary screen | activation, % at 16.7 µM | AID 1117267 | 92,000 compounds, 1.3% hits | SH-SY5Y TTR promoter Gaussia luciferase, luminescence; 100% = recombinant luciferase protein wells;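 active = activation above the mean of all tested compounds plus 3 SD, cut at about 9.5% in these data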;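 also: cells exposed to compounds for one day before reading; 0% = median of all test compound wells on the plate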
# An asterisk follows results filed as active.
nr | structure | TTR transcr act
1 | CCc1c(C)sc(NC(=O)CN2CCN(C(=O)c3ccco3)CC2)c1C(=O)OC | -2.6
2 | COc1cc(C(=O)NNC(=O)/C=C/c2ccco2)cc(OC)c1OC | -0.8
3 | CC(=O)N(NC(N)=O)C(C)CC(=O)C1C(C)C=CCC1(C)C (configuration not stated) | -0.5
4 | O=C(CN1CCOCC1)Nc1c(C(=O)C2CC2)oc2ccccc12 | -0.5
5 | COc1ccc(C)cc1NS(=O)(=O)c1ccc(NS(=O)(=O)c2ccc(NC(C)=O)cc2)cc1 | 0.2
6 | COc1cc(NC(=O)c2c(F)cccc2F)c(Cl)cc1Cl | -2.2
7 | CCN(CC)C(=O)C1=C(C)NC(=S)NC1c1cn(-c2ccccc2)nc1-c1ccc(Cl)cc1 (configuration not stated) | 0.5
8 | NC(=O)[C@@H]1CCCCNc2c(F)cc([N+](=O)[O-])cc2C(=O)N[C@@H](CC(=O)O)C(=O)NCC(=O)N1 | 1.4
9 | O=C(CN1CCN(C(=O)C2CC2)CC1)Nc1cc(C(F)(F)F)cc(C(F)(F)F)c1 | -0.2
10 | CC1C(c2ccccc2)OCCN1C(=S)NC(=O)c1ccccc1 (configuration not stated) | -1.0
11 | Cc1cccc(N2C(=O)N3[C@H](c4ccc(Br)cc4)[C@@H]4C(=O)N(C(C)(C)C)C(=O)[C@@H]4[C@]3(C)C2=O)c1 | -2.0
12 | COc1ccc(C2C3C=CCC(c4cccc(-c5ccc(C)cc5)c4)C3C(=O)N2Cc2ccccc2)cc1Cl (configuration not stated) | 0.1
13 | COc1ccc(-c2coc3c(C(=O)NCc4cccs4)cccc23)c(C)c1 | -2.5
14 | CCn1nc(C)c(C(=O)Nc2cc(Oc3cc(C)cc(C)c3)cc([N+](=O)[O-])c2)c1C | -3.5
15 | CCN(CC)C(=O)c1cc(-c2ccccc2OC)on1 | 4.3
16 | CC(=O)N/N=C(\C)CC(=O)Nc1cccc2c1CCCC2 | -0.7
17 | COc1c2c(cc3c1C(CC(O)Cc1ccccc1)N(C)CC3)OCO2 (configuration not stated) | 1.6
18 | COc1cccc(OC)c1C(=O)NCCOc1cc(C)cc(C)c1 | -0.1
19 | CN1CCN(NC(=O)CN2C(=O)/C(=C/c3c(Cl)cccc3Cl)SC2=S)CC1 | -1.1
20 | CC(=O)c1ccc2c(c1)CC1(C2)Cc2cc3c(cc2C1)C(=O)CC3 (configuration not stated) | -1.6
21 | COC(=O)C(Cc1ccc(O)cc1)NC(=O)NC12CC3CC(CC(C3)C1)C2 (configuration not stated) | -2.5
22 | O=C(NCc1ccccn1)C1CCC(=O)N1C1CCCC1 (configuration not stated) | 0.1
23 | COCC(=O)Nc1nnc(-c2cccs2)s1 | 0.9
24 | O=C1OC(c2ccc(F)cc2)=N/C1=C\c1ccc(Br)o1 | -4.5
25 | Clc1ccccc1CN1CCN(/N=C/C=C/c2ccco2)CC1 | -1.9

# (more compounds)
nr | structure | TTR transcr act
26 | COC(=O)[C@H](C)NC(=O)[C@@H]1CC=C[C@@H]2CCN(CCc3ccccc3)C(=O)[C@@H]21 | -2.0
27 | CCc1cccc(N(C(=O)c2csnn2)C(C(=O)NC2CCCCC2)c2ccncc2)c1 (configuration not stated) | 0.3
28 | COc1ccc(NC(=O)CSc2nnc(C3CC3)n2-c2ccccc2)cc1 | 0.0
29 | Cc1ccc(C(=O)Nc2nnc(CC(=O)N/N=C/c3ccncc3)s2)cc1 | -1.1
30 | CN(C)S(=O)(=O)c1cccc(C(=O)C2=C3SC=C(c4ccccc4)N3CC2)c1 | 0.7
31 | COc1ccc(/C=N\N2CCN(Cc3ccccc3Cl)CC2)cc1 | -0.6
32 | O=C1NC(=O)C2(CCCCCCC2)N1 | 0.0
33 | O=C(Nc1nc2c(Cl)cccc2s1)c1ccc(Br)o1 | -2.1
34 | O=c1c2c(nc3nc(SCc4ccccc4)[nH]n13)CCC2 | -0.8
35 | CC(C)CC(=O)NC(=S)Nc1cccc(NC(=O)c2ccccc2Cl)c1 | 4.3
36 | C[C@@H]1COC(=O)[C@H](CC(=O)OC(C)(C)C)C/C=C\C[C@@H](CC(=O)N(CCO)Cc2ccccc2)C(=O)N1 | -3.1
37 | Cc1ccc2nc(N3CCOCC3)c(C=O)c(=O)n2c1 | -0.4
38 | CC(C)NC(=O)Cn1nnc(-c2ccc(Cl)cc2)n1 | -0.7
39 | Oc1ccc(Oc2ccccc2F)c2cccnc12 | -3.4
40 | C=CCC1(O)C(=O)N2C(=C1C(=O)OCC)c1ccc3ccccc3c1CC2(C)C (configuration not stated) | 0.5
41 | O=C(O)c1ccccc1NC(c1ccccc1)c1ccc2cccnc2c1O (configuration not stated) | 0.5
42 | N#Cc1ccccc1NC(=O)COC(=O)c1ccc(S(=O)(=O)N2CCCC2)cc1 | 6.6
43 | c1ccc2sc(-c3csc4c3CCNC4)nc2c1 | 2.8
44 | O=C(CN1CCN(c2ccccc2F)CC1)N1N=CCC1c1ccccc1 (configuration not stated) | -3.8
45 | CC(=O)N1CCc2ccc(NC(=O)c3c(-c4c(Cl)cccc4Cl)noc3C)cc21 | -1.2
46 | Cc1ccc(OCc2nnc(SCC(=O)c3cccs3)n2-c2ccccc2)cc1C | -2.4
47 | Cc1ccc(C2(C)NC(=O)N(CC(=O)Nc3c(C)n(C)n(-c4ccccc4)c3=O)C2=O)cc1 (configuration not stated) | 3.0
48 | O=C(Cc1coc2ccc3ccccc3c12)NC1CCCc2ccccc21 (configuration not stated) | -0.6
49 | NC(=O)CC(NC(=O)c1cccc(Br)c1)c1ccc(N2CCN(c3ccccn3)CC2)c([N+](=O)[O-])c1 (configuration not stated) | -0.4
50 | O=[N+]([O-])c1c(NCCO)cc(N2CCC3(CC2)OCCO3)c2nonc12 | 7.2

# The list goes on:
nr | structure | TTR transcr act
51 | CC(C)(C)C1=NN(c2ccc([N+](=O)[O-])cc2)C(c2ccccc2)C1 (configuration not stated) | -2.0
52 | CCNC(=S)Nc1cccc(S(=O)(=O)NC2=NCCC2)c1 | 4.7
53 | COC1=Nc2ccccc2/C=C\c2ccccc21 | 1.3
54 | N#Cc1c(N2CCN(C(=O)c3ccco3)CC2)nc(-c2ccccc2)c2c1CCCC2 | -5.5
55 | Cc1cc(N2CCN(c3ccccc3)CC2)nc(-n2nc(C)cc2C)n1 | 0.4
56 | COc1ccc(OC)c(-n2c(-c3cccc(C)c3)n[nH]c2=S)c1 | -1.4
57 | COc1ccc(S(=O)(=O)NC(CC(=O)N2CCc3ccccc32)c2ccco2)cc1 (configuration not stated) | -1.3
58 | COCCn1c(SCC#N)nnc1-c1ccccc1O | 0.9
59 | COCc1c(C(=O)N/N=C/C2CC=CCC2)nnn1-c1nonc1N (configuration not stated) | -0.1
60 | CCOc1ccccc1-c1nnc(SCC(=O)Nc2ccccc2)o1 | -2.4
61 | CCN(C(=O)COC(=O)CCS(=O)(=O)c1ccc(C)cc1)C1CCS(=O)(=O)C1 (configuration not stated) | -2.0
62 | Cc1cc2c(cc(C(=O)NCCCN3CCOCC3)n2Cc2ccc(Cl)cc2)o1 | 0.3
63 | COc1ccc(C(=O)N2CCC2(C)C(=O)NC(C)C)cc1 (configuration not stated) | 3.6
64 | CN(C)CCNC(=O)COc1ccc(C23CC4CC(CC(C4)C2)C3)cc1 | 6.9
65 | CCN(c1ccccc1)S(=O)(=O)c1ccc(Cl)nc1 | 19*
66 | COC(=O)c1ccc(CSc2nc3c(cnn3-c3ccccc3)c(=O)[nH]2)o1 | -1.6
67 | CC(=NNC(=O)c1ccncc1)c1cc(Cl)ccc1Cl | 3.6
68 | C/C(=N\NC(=O)c1ccccc1)c1ccccc1F | 0.1
69 | O=C(Cn1c2c(c(=O)n3ncnc13)CCC2)N/N=C/c1cccs1 | 0.9
70 | O=C(CSCc1c(Cl)cccc1Cl)Nc1cccnc1 | 1.9
71 | COc1ccccc1-c1cccc(-c2nc(C(=O)N3CCCCC3)cc3c2[C@H](CCO)N(S(=O)C(C)(C)C)C3)c1 (some centres not stated) | -1.6
72 | CCCN(CCC)S(=O)(=O)c1ccc(C(=O)NCc2n[nH]c(=S)n2-c2ccc(Cl)c(Cl)c2)cc1 | -1.2
73 | COc1ccc(C(=O)NCC2OCCc3ccccc32)c(O)c1 (configuration not stated) | -0.1
74 | Cc1cc(C)n2c(SCCO)nnc2n1 | 1.5
75 | CSc1nc2cc(C)nn2c(-c2ccc(C(C)(C)C)cc2)c1C#N | 1.9

# Among those listed so far, these have an aryl thioether with sulfur outside any ring:
nr | structure | TTR transcr act
28 | COc1ccc(NC(=O)CSc2nnc(C3CC3)n2-c2ccccc2)cc1 | 0.0
34 | O=c1c2c(nc3nc(SCc4ccccc4)[nH]n13)CCC2 | -0.8
46 | Cc1ccc(OCc2nnc(SCC(=O)c3cccs3)n2-c2ccccc2)cc1C | -2.4
58 | COCCn1c(SCC#N)nnc1-c1ccccc1O | 0.9
60 | CCOc1ccccc1-c1nnc(SCC(=O)Nc2ccccc2)o1 | -2.4
66 | COC(=O)c1ccc(CSc2nc3c(cnn3-c3ccccc3)c(=O)[nH]2)o1 | -1.6
74 | Cc1cc(C)n2c(SCCO)nnc2n1 | 1.5
75 | CSc1nc2cc(C)nn2c(-c2ccc(C(C)(C)C)cc2)c1C#N | 1.9

# (further entries)
nr | structure | TTR transcr act
76 | CCOC(=O)C1=c2/c(=C/c3ccncc3)c(N)c(C(=O)OC)n2C(=O)C(c2ccncc2)S1 (configuration not stated) | 1.9
77 | CCn1nnc(NC(=O)C(C)(c2ccccc2)c2ccccc2)n1 | 3.7
78 | CC1=C(C(=O)Nc2ccc(C)cc2C)C(c2cccs2)NC(=S)N1 (configuration not stated) | -0.8
79 | Cc1ccc[n+](CC(=O)c2ccc(Br)cc2)c1 | 2.5
80 | Cc1ccc(C)c(N2CCN(C(=O)c3cccn4c(=O)c5sccc5nc34)CC2)c1 | -1.8
81 | O=C(O)CCC(=O)Nc1ccc2c(c1)oc1ccccc12 | 1.4
82 | CC1(Cc2cn(CCC#N)c3ccccc23)OCCO1 | 1.7
83 | COc1ccccc1NS(=O)(=O)c1cc(NC(=O)c2cccs2)ccc1N1CCCCC1 | -1.0
84 | CCC[C@H]1[C@@H](NC(=O)c2ccc(OC)cc2)CC[C@@]23CCCN2C(=O)CCC[C@@H]13 | 2.0
85 | NC(=O)C1(N2CCCCC2)CCN(C(=O)Nc2ccccc2C(F)(F)F)CC1 | -1.0
86 | CC1CCN(C(=O)c2[nH]cnc2C(=O)Nc2cccc(Cl)c2)CC1 | 6.1
87 | CCCOc1ccc2ccccc2c1/C=C1\SC(=O)NC1=O | -1.1
88 | CCC(=O)NC(=S)NNC(=O)COc1ccc(Br)cc1 | 3.7
89 | COc1ccccc1/C=C/C(=O)NCC(=O)N/N=C(\CCC(=O)O)c1ccccc1 | -2.0
90 | O=C(COc1ccc2ccc(=O)oc2c1)NCc1ccccn1 | -0.1
91 | COc1ccc(CNC(=O)CCn2c(=O)oc3ccccc32)c(OC)c1 | 3.2
92 | CCOC(=O)c1cnc(-n2cc(C)cn2)nc1NCc1ccc2c(c1)OCO2 | -0.6
93 | CC(=O)c1sc(-c2ccccc2)cc1N | -2.5
94 | O=C(C1CCN(S(=O)(=O)c2cnc[nH]2)CC1)N1CCn2c1nc1ccccc12 | 1.1
95 | Cc1cccc(NC(=O)CSc2nc3c(oc4ccccc43)c(=O)n2-c2ccccc2)c1 | 0.9
96 | O=C(CN1C(=O)C2CC=CCC2C1=O)NC1CCCCC1 (configuration not stated) | 1.0
97 | O=C(CCn1c(=S)oc2ccccc21)Nc1ccc(F)cc1 | 6.1
98 | Cc1nn(CCOc2ccccc2)c(=O)n1-c1c(F)cccc1F | 2.8
99 | O=C(COC(=O)c1cnccn1)Nc1ccc(Cl)cc1C(F)(F)F | 0.4
100 | CC(C)(O)C#Cc1ccc(CN2CCN(CCc3ccccc3)C(CCO)C2)s1 (configuration not stated) | -1.2

# Printed as active in TTR transcr act (from the list above):
nr | structure | TTR transcr act
65 | CCN(c1ccccc1)S(=O)(=O)c1ccc(Cl)nc1 | 19*

# Next compounds follow:
nr | structure | TTR transcr act
101 | CCOC(=O)CSc1nnc(CNC(=O)c2ccc(OC)cc2)n1Cc1ccccc1 | -2.1
102 | N#Cc1cc2ccc(N3CCOCC3)cc2cc1C#N | -4.2
103 | CC(C)Sc1nnc(NC(=O)C2CC2)s1 | -0.7
104 | COc1cccc(C2c3c(ncn(-c4ccccc4)c3=N)Oc3ccc4ccccc4c32)c1 (configuration not stated) | -0.1
105 | CCOc1ccc(C2NC(=O)c3ccccc3O2)cc1OCC (configuration not stated) | -0.4
106 | Oc1ccccc1C=NN1CCCCCC1 | 0.1
107 | O=C(NCCOc1nc(N2CCOCC2)nc(N2CCOCC2)n1)Nc1ccc(Cl)cc1 | 0.9
108 | COc1ccc(-c2cn[nH]c2-c2ccc(OCc3ccc([N+](=O)[O-])cc3)cc2O)cc1OC | -5.0
109 | Cc1cc(C)nc(SCC(=O)c2ccc([N+](=O)[O-])cc2)n1 | 3.5
110 | CCc1c(C)c2nncn2[nH]c1=O | 1.2
111 | CC(C)CNS(=O)(=O)c1ccc(CCC(=O)N2CCN(c3ccc(F)cc3)CC2)cc1 | -1.1
112 | c1ccc(OCc2noc(CN3CCC(C4CCCCC4)C3)n2)cc1 (configuration not stated) | 7.1
113 | Cc1occc(=O)c1OC(=O)Nc1ccc(Cl)c(Cl)c1 | -1.9
114 | CCC(C)[C@H](NC(=O)N1CC(=O)Nc2ccccc21)C(=O)N[C@@H](Cc1c[nH]c2ccccc12)C(=O)O (some centres not stated) | 12*
115 | COC1C=COC2(C)Oc3c(C)c(O)c4c(O)c(c(CN5CCN(C)CC5)c(O)c4c3C2=O)NC(=O)C(C)=CC=CC(C)C(O)C(C)C(O)C(C)C(OC(C)=O)C1C (configuration not stated) | 0.1
116 | Nc1ccc2nc(CCCCc3nc4ccccc4[nH]3)[nH]c2c1 | -1.7
117 | Cc1ccc(C)c(NC(=O)C(OC(=O)c2ccc(NC(=O)CC#N)cc2)c2ccccc2)c1 (configuration not stated) | 4.3
118 | CCN(C(=O)COC(=O)c1cccnc1SC)C1CCS(=O)(=O)C1 (configuration not stated) | 6.4
119 | O=C(/C=C(\O)c1ccccc1)C(=O)NNC(=O)c1ccccc1 | -0.5
120 | COc1ccc(C#Cc2ccc3c(c2)O[C@H](CN(C)C(C)=O)[C@H](C)CN([C@@H](C)CO)S3(=O)=O)cc1 | -1.5
121 | O=C(NC(=S)Nc1nc(-c2ccccc2)cs1)c1ccco1 | -0.8
122 | Cc1cc(C)n(-c2cc(N3CCOCC3)ncn2)n1 | -0.6

# Bioassay records deposited in PubChem by The Scripps Research Institute Molecular Screening Center.

# An excerpt (hit frequency here may not be typical).
